Bioassay records as filed in PubChem BioAssay.
TRPC6 inh = mouse TRPC6 channel inhibitors, primary screen, cell-based, HEK293, membrane potential dye. Short transient receptor potential channel 6 (Mus musculus), Q61143. ACh-evoked depolarization; stronger effect = lower value. B-score at 10 µM. 310,000 tested, 1.1% active;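 active means B-score under library mean minus 3 SD, initial fluorescence not abnormally high, positive integrated signal ratio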;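 further: B-score derived from integrated fluorescence ratio over the kinetic read; more negative B-score means stronger inhibition of depolarization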
TRPC4 agonist = activators of mouse TRPC4 channel, primary screen, Fluo4 calcium, HEK293 TRPC4beta/mu-opioid cells. Short transient receptor potential channel 4 (Mus musculus), Q9QUQ5. Fluo4 calcium fluorescence; stronger effect = higher value. B-score at 10 µM. 310,000 tested, 0.49% active;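 active means B-score above 5 SD of library B-scores, and initial fluorescence ratio not above library mean plus 5 SD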;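 further: positive B-score marks a calcium rise read as TRPC4 activation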
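System – HEK293 cells stably co-expressing mouse TRPC4beta and mu-opioid receptor · Signal – Fluo4 calcium-sensitive dye fluorescence, kinetic, 1 Hz baseline · Benchmarks – buffer (low) and maximal DAMGO (high) · Read-out – B score of integrated fluorescence ratio per well · Incubation – dye loading 45 min room temperature, 110 s kinetic read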
RGS4 inh = RGS4 inhibitors, primary screen, cell-based, HEK293 M3R inducible RGS4, calcium flux. Regulator of G-protein signaling 4 (Homo sapiens), P49798. Fluo-4 calcium flux; stronger effect = higher value; triggered by carbachol at its EC20. B-score at 10 µM. 310,000 tested, 0.45% active;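 active means B-score, a plate-corrected calcium signal, over three deviations above library mean, with baseline fluorescence within five deviations of library mean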;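 further: RGS4 expression induced by doxycycline in cells with stable M3 receptor; B-score is computed from the integrated fluorescence ratio over baseline after carbachol; higher B-score means a larger calcium signal and so more RGS4 inhibition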
TRPC6 act = mouse TRPC6 channel activators, primary screen, cell-based, HEK293, membrane potential dye; Short transient receptor potential channel 6 (Mus musculus), Q61143; AID 2550, 2010; 310,000 tested, 0.13% active; B-score at 10 µM; HEK293-TRPC6 membrane potential dye fluorescence; stronger effect = higher value;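 active means B-score of the integrated fluorescence ratio above library mean plus 3 SD, and starting fluorescence ratio within library mean plus 5 SD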;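 further: higher score means more depolarization so channel activation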
MrgX1 allo act = positive allosteric modulators of MrgX1, primary screen, HEK293 cells, Fluo-4 calcium flux; FDSS; stronger effect = higher value; AID 588675, 2011; 310,000 tested, 0.63% active; Mas-related G-protein coupled receptor member X1 (Homo sapiens), Q96LB2; B-score at 10 µM;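 active means plate-corrected calcium response at least 3 library SD above typical, normal starting fluorescence, not activating the receptor alone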;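 further: compound read alongside a low EC10 to EC30 dose of BAM8-22 agonist; peak minus trough fluorescence over baseline measured at the second addition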
MrgX1 antag = antagonists of human MrgX1 receptor, primary screen, HEK293 cells, Fluo-4 calcium flux. B-score at 10 µM. Mas-related G-protein coupled receptor member X1 (Homo sapiens), Q96LB2. BAM8-22 antagonism; stronger effect = lower value. 310,000 tested, 1.3% active. AID 588676, 2011;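 active means calcium-response B-score plate-corrected more than 3 library SD below zero, starting fluorescence within 5 deviations, no agonist response on first addition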;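 further: peak minus trough fluorescence over baseline after final BAM8-22 challenge near maximal dose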
MrgX1 agonist = agonists of human MrgX1 receptor, primary screen, HEK293 cells, Fluo-4 calcium flux | B-score at 10 µM | 310,000 tested, 0.44% active | Mas-related G-protein coupled receptor member X1 (Homo sapiens), Q96LB2 | Fluo-4 calcium fluorescence, agonist mode; stronger effect = higher value;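 active means calcium response B-score plate-corrected fluorescence ratio at least 3 library SD, with starting fluorescence B-score inside 5 SD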
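times = overnight plating, then 30 min 37 °C plus 30 min room-temperature dye loading | assay system = stable human MrgX1 HEK293 cell line | input = fifteen thousand cells per well | signal = kinetic calcium dye fluorescence, Fluo-4 NW | dosing = compound delivered in addition one of three | read-out = B-scored fluorescence response ratio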
ANO1 block = TMEM16A chloride channel inhibitors, primary screen, cell-based, HTS. 310,000 tested, 1.2% active. normalized B-score (activity score, 25-100; higher = stronger inhibition) at 10 µM. Anoctamin-1 (Mus musculus), Q8BHY3. AID 588511, 2011. HEK293 TMEM16A/YFP iodide influx fluorescence, ionomycin;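 active means ratio plate-corrected score three or more library SD toward inhibition, starting fluorescence score within five deviations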;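 further: score derived from kinetic fluorescence span divided by baseline fluorescence per well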
Target sequence (Q8BHY3 whole entry, looked up): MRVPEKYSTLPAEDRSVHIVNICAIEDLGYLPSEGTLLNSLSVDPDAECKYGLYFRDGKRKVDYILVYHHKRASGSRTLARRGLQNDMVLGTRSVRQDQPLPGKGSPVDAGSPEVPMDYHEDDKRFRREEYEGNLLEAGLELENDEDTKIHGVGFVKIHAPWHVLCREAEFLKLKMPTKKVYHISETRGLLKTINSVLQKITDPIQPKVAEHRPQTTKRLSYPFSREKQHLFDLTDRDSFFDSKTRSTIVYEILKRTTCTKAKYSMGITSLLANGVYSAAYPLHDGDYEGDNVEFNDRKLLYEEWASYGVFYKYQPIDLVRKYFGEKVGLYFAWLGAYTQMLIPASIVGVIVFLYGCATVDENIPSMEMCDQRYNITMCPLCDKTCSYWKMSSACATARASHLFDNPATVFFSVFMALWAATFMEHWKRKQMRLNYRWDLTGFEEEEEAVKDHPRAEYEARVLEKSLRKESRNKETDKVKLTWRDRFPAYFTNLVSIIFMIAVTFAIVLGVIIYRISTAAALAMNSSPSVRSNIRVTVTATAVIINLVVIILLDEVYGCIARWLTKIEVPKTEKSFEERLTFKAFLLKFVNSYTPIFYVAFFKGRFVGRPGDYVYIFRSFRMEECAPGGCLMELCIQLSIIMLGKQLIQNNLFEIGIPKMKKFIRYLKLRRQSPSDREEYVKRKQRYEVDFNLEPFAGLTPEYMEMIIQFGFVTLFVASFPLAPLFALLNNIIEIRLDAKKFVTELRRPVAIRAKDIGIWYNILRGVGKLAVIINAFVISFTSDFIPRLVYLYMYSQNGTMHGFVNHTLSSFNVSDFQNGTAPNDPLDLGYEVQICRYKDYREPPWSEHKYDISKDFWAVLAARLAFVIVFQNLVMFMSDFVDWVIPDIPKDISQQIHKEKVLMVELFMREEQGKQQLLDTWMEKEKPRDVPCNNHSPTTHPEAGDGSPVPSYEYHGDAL
TRPC4 potent = positive allosteric modulators of TRPC4, primary screen, cell-based, mouse TRPC4beta, HEK293 mu-opioid, Fluo-4 calcium; B-score at 10 µM; 310,000 tested, 0.42% active; AID 2227, 2009; DAMGO EC20, Fluo-4 Ca2+ flux; stronger effect = higher value;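 active means B-score of calcium response area above 5 SD of library B-scores, with initial fluorescence ratio within 5 SD of library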;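 further: B-score of integrated fluorescence ratio over time as area under calcium response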
ANO1 activ = TMEM16A chloride channel activators or potentiators, primary screen, cell-based, HTS | Anoctamin-1 (Mus musculus), Q8BHY3 | HEK293 TMEM16A/YFP-H148Q/I152L, iodide quench fluorescence; stronger effect = lower value | B-score at 10 µM | 340,000 tested, 0.3% active | AID 623877, 2012;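 active means fluorescence-ratio B-score plate-corrected deviation score at least 3 library SD below zero, with starting fluorescence score within 5 deviations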;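 further: channel opened by trigger with iodide after compound preincubation; score built on the fluorescence ratio of max minus min over baseline; more negative score means more quench and so TMEM16A activation or potentiation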
TRPC4 block = inhibitors of mouse TRPC4 channel, primary screen, Fluo4 calcium, HEK293 TRPC4beta/mu-opioid cells | 300,000 tested, 0.39% active | B-score at 10 µM | DAMGO-evoked Fluo4 calcium flux; stronger effect = lower value | Short transient receptor potential channel 4 (Mus musculus), Q9QUQ5 | AID 2247, 2010;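 active means B-score over 3 SD under the library average, no early fluorescence shift, positive overall ratio signal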
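Assay system: HEK293 cells with stable TRPC4beta plus mu-opioid receptor expression; Probe or stimulus: DAMGO in two steps, submaximal then maximal; Dosing: single-point compound dosing; Measured by: Fluo4 calcium-dye fluorescence, kinetic read; Read-out basis: B score from integrated Fluo4 fluorescence ratio.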
Active calls of the source: *; i = inactive; / = not tested or not shown. No enrichment for hits. Share with any hit: about 5.8%.

SMILES | TRPC6 inh | TRPC4 agonist | RGS4 inh | TRPC6 act | MrgX1 allo act | MrgX1 antag | MrgX1 agonist | ANO1 block | TRPC4 potent | ANO1 activ | TRPC4 block
c1ccc(Sc2ncnc3c2oc2ccccc23)nc1 | i | i | i | i | i | i | i | i | i | i | i
S=C(NCc1ccco1)N1CCN(c2nc(-c3ccccc3)cs2)CC1 | i | i | i | i | i | i | i | i | i | i | i
Cc1ccc(F)c(NC(=O)c2ccc(Cn3cc(Cl)cn3)cc2)c1 | i | i | i | i | i | i | i | i | i | i | i
O=C(N/C(=C/c1ccccc1)C(=O)N1CCCCCC1)c1ccccc1 | i | i | i | i | i | i | i | i | i | i | i
COc1ccccc1C(C)NCC(=O)Nc1c(F)cccc1F (stereo not given) | i | i | i | i | i | i | i | i | i | i | i
CS(=O)(=O)N(CC(=O)N1CCCCC1)c1sc2c(c1C#N)CCCC2 | i | i | i | i | i | i | i | i | i | / | i
COc1ccc(CC(=O)Nc2nnc(C(C)(C)C)s2)cc1OC | i | i | i | i | i | i | i | i | i | i | i
O=C(NCCc1cccc(C(F)(F)F)c1)C1CCC(=O)N(C2CC2)C1 (stereo not given) | i | i | i | i | i | i | i | i | i | i | i
Cc1[nH]c2ccccc2c1-c1ccc(Cl)nn1 | i | i | i | i | i | i | i | i | i | i | i
O=C(COC(=O)c1ccccc1Br)NCc1ccccc1 | i | i | i | i | i | i | i | i | i | i | i
Cc1ccc(-c2nnc(N3CCN(C(=O)Cn4c(=O)n(C)c5ccccc54)CC3)c3ccccc23)cc1 | i | i | i | i | i | i | i | i | i | i | i
CC(C)(C)c1ccc(C(=O)Nc2ccc(N3CCOCC3)cc2)cc1 | i | i | i | i | i | i | i | i | i | i | i
CC(=NC(C)C)C1=C(O)CCC1=O | i | i | i | i | i | i | i | i | i | i | i
C[N+](C)(C)CCCC(=O)c1ccc2c(c1)OCO2 | / | / | / | / | i | i | i | i | / | i | /
Cc1cc(NC(=O)COc2cccc(Oc3ccccc3)c2)no1 | i | i | i | i | i | i | i | i | i | i | i
CCOC(=O)c1ccc(Nc2ncnc3ccc(C)cc23)cc1 | i | i | i | i | i | i | i | i | i | i | i
Cc1ccccc1-n1ncc2c1CC(C)(C)CC2NC(=O)CCN1Cc2ccccc2C1=O (stereo not given) | i | i | i | i | i | i | i | i | i | i | i
CNC(=O)C(=O)N1CCC2(CC1)OCCN2S(=O)(=O)c1ccc(C)cc1 | i | i | i | i | i | i | i | i | i | i | i
CCN(CC)S(=O)(=O)c1ccc(N=Nc2c(C)[nH]n(C(N)=S)c2=O)cc1 | i | i | i | i | i | i | i | i | i | i | i
COc1ccccc1C(=O)Nc1nnn(C)n1 | i | i | i | i | i | i | i | i | i | i | i
O=C(Cn1cc(C(=O)c2cccs2)c2ccccc21)NCc1cccs1 | i | i | i | i | i | i | i | i | i | i | i
CCCCN(CCCC)S(=O)(=O)c1ccc(NS(=O)(=O)c2ccc(NC(C)=O)cc2)cc1 | i | i | i | i | i | i | i | i | i | i | i
COc1cccc(OC)c1OC(=O)c1cnccn1 | i | i | i | i | i | i | i | i | i | i | i
Cc1cc(NC(=O)CSc2nc(CCC3CCCC3)nc3ccccc23)no1 | i | i | i | i | i | i | i | i | i | i | i
C=CCn1c(SCc2ccc(C(=O)OC)cc2)nnc1-c1sc(N)nc1C | i | i | i | i | i | i | i | i | i | i | i
COc1ccc(NC(=O)Nc2ccc3c(c2)CCC3)cc1OC | i | i | i | i | i | i | i | i | i | i | i
Cc1cc(C)c2c(n1)nn1c(N3CCN(c4ccccc4C)CC3)cc(C)nc21 | / | / | / | / | i | i | i | i | / | i | /
Cc1cc(/C=N/NC(N)=S)c(C)n1-c1cccc(Cl)c1 | i | i | i | i | i | i | i | i | i | i | i
Cc1nn(-c2ccccn2)c2nc(-c3cccs3)cc(C(=O)NCc3ccco3)c12 | i | i | i | i | i | i | i | i | i | i | i
Cc1ccc(S(=O)(=O)N(Cc2ccccc2F)C(=O)N2CCN(C)CC2)cc1 | i | i | i | i | i | i | i | i | i | i | i
CCCC(C)NCC(=O)Nc1ccccc1-c1ccccc1 (stereo not given) | i | i | i | i | i | i | i | i | i | i | i
c1ccc2c(-c3cc(C4CCNCC4)[nH]n3)cccc2c1 | i | i | i | i | i | i | i | i | i | i | i
O=C(c1ccccc1NS(=O)(=O)c1cccc2cccnc12)N1CCOCC1 | i | i | i | i | i | i | i | i | i | i | i
O=C(/C=C/c1ccccc1)NCCN1CCOCC1 | i | i | i | i | i | i | i | i | i | i | i
O=C(c1cc2sccc2n1Cc1ccc(F)cc1)N1CCc2ccccc21 | i | i | i | i | i | i | i | i | i | i | i
COc1cccc(OC)c1OCCOCCN1CCN(C)CC1 | i | i | i | i | i | i | i | i | i | i | i
CN(C)c1ccc(/C=C(\NC(=O)c2ccccc2)C(=O)NCCCn2ccnc2)cc1 | i | i | i | i | i | i | i | i | i | i | i
CCNC(=O)COc1ccc(S(=O)(=O)Nc2ccccc2)cc1 | i | i | i | i | i | i | i | i | i | i | i
CCCCNC(=O)c1onc(CSc2ccc(C(C)C)cc2)c1C(=O)O | i | i | i | i | i | i | i | 25* | i | i | i
CN1CCN(c2oc(COc3ccc(-c4ccccc4)cc3)nc2C#N)CC1 | i | i | i | i | i | i | i | i | i | i | i
Cc1ccc(S(=O)(=O)N(C)C)cc1NC(=O)C1Cc2ccccc2CN1C(=O)c1ccco1 (stereo not given) | i | i | i | i | i | i | i | i | i | i | i
N#CCC(CNc1ncc(C(F)(F)F)cc1Cl)OC(=O)c1ccc(Cl)cc1Cl (stereo not given) | i | i | i | i | i | i | i | i | i | i | i
Cn1nc(C(=O)NNC(=O)C2CSC3(C)CCC(=O)N23)c2ccccc2c1=O (stereo not given) | i | i | i | i | i | i | i | i | i | i | i
N#Cc1cccc(NC(=O)CNc2cccc(S(=O)(=O)N3CCCCC3)c2)c1 | i | i | i | i | i | i | i | i | i | i | i
CCC1(CC)Cc2ccccc2C(Nc2c(C)n(C)n(-c3ccccc3)c2=O)=N1 | i | i | i | i | i | i | i | i | i | i | i
CCOC(=O)c1sc(N)nc1C(C)(C)C | i | i | i | i | i | i | i | i | i | i | i
Cn1nccc1C(=O)N1CCN(c2cccc(Cl)c2)CC1 | i | i | i | i | i | i | i | i | i | i | i
O=C(NCCN1CCOCC1)c1ccccc1N1C(=O)[C@@H]2Cc3c([nH]c4ccccc34)C(c3ccc(F)cc3)N2C1=O (stereo not given in full) | i | i | i | i | i | i | i | i | i | i | i
CCOP(=O)(OCC)C(NC(=O)Nc1ccc(C)c(Cl)c1)c1ccccc1 (stereo not given) | i | i | i | i | i | -7.8* | i | i | i | i | i
O=C(CSc1nnc(NC(=O)c2ccccc2F)s1)NC1CCCC1 | i | i | i | i | i | i | i | i | i | i | i

Additional compounds follow.
SMILES | TRPC6 inh | TRPC4 agonist | RGS4 inh | TRPC6 act | MrgX1 allo act | MrgX1 antag | MrgX1 agonist | ANO1 block | TRPC4 potent | ANO1 activ | TRPC4 block
CCN(CC)S(=O)(=O)c1ccc(N2CCCC2)c(NC(=O)c2ccccc2OC)c1 | i | i | i | i | i | i | i | i | i | i | i
Cc1ccc(CN2C(=O)C3CCCN3c3ccc(C#N)cc32)cc1 (stereo not given) | i | i | i | i | i | i | i | i | i | / | i
N#Cc1cccc2cnccc12 | i | i | i | i | i | i | i | i | i | / | i
CC(=O)NCCc1ccc(S(=O)(=O)NCc2ccc3c(c2)OCO3)cc1 | i | i | i | i | i | i | i | i | i | i | i
COc1cc2c(cc1OC)C(C)N(C(=O)Nc1ccc(F)cc1)CC2 (stereo not given) | i | i | i | i | i | i | i | i | i | i | i
Cc1c(C(=O)NCCC2=CCCCC2)sc2ncnc(N3CCCCC3C)c12 (stereo not given) | i | i | i | i | i | i | i | i | i | i | i
Cc1ccc(N(C(=O)CCl)C(C(=O)NC2CCCCC2)c2cccnc2)cc1C (stereo not given) | i | i | i | i | i | i | i | i | i | / | i
O=C(CC1C(=O)NCCN1C(=O)Nc1ccccc1)Nc1ccc2c(c1)OCCO2 (stereo not given) | i | i | i | i | i | i | i | i | i | i | i
O=C(N/N=C/c1sc(N2CCOCC2)nc1-c1ccccc1)c1cccc(S(=O)(=O)N2CCOCC2)c1 | i | i | i | i | i | i | i | i | i | i | i
Cc1cc(NC(=O)Cc2ccccc2)ccc1NC(=O)c1cccs1 | i | i | i | i | i | i | i | i | i | i | i
Cc1ccc(-n2nnnc2SC(C)C(=O)Nc2ccccc2-c2ccccc2)cc1 (stereo not given) | i | i | i | i | i | i | i | i | i | i | i
COc1cc(CN(C(=O)c2ccco2)C2CCS(=O)(=O)C2)cc(OC)c1OC (stereo not given) | i | i | i | i | i | i | i | i | i | i | i
COc1ccc(NC(=O)c2nnn(CC(=O)Nc3ccc4c(c3)OCO4)c2N)cc1OC | i | i | i | i | i | i | i | i | i | i | i
Cc1ccc(-c2csc(NC(=O)c3ccc(Br)cc3)c2C(=O)O)cc1 | i | i | i | i | i | i | 31* | 100* | i | i | i
